EPAC1 ag: agonists of human EPAC1; O95398; EPAC1 agonist qHTS, biochemical assay; response scale: 100% = response to 6.5 mM cAMP; Potency, µM (doses to about 154 µM), for inactives: top-dose activation, usual class: activators; 360,000 compounds, 0.073% hits; also: potency is read from the fitted curve at half-maximal effect; nearly all actives have a fitted effect of over 60% in size
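EPAC1 100 nM, Rap1B–BODIPY-GDP 250 nM, unlabeled GDP 50 uM; compound titration; 5 min RT; kinetic read ex480/em540 at 5-min intervals ×30 min; data normalized to 6.5 mM cAMP agonist control.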
GLP1R inv ag: acts as inverse agonist at human GLP-1 receptor. P43220. HEK293 GLP-1R CRE-luciferase, luminescence, 24 h; GLP-1R form is constitutively active. Potency, µM (highest dose often 38.3 µM), for the others: top-dose activity change, negative = inhibition, hits mostly inhibitors. 410,000 compounds, 1.6% hits. AID 624417; also: potency is read from the fitted curve at half-maximal effect; % is scaled to controls: 0 for no effect and ±100 for the full control effect; nearly all actives have a fitted effect of over 55% in size
Target sequence (P43220 whole entry, looked up): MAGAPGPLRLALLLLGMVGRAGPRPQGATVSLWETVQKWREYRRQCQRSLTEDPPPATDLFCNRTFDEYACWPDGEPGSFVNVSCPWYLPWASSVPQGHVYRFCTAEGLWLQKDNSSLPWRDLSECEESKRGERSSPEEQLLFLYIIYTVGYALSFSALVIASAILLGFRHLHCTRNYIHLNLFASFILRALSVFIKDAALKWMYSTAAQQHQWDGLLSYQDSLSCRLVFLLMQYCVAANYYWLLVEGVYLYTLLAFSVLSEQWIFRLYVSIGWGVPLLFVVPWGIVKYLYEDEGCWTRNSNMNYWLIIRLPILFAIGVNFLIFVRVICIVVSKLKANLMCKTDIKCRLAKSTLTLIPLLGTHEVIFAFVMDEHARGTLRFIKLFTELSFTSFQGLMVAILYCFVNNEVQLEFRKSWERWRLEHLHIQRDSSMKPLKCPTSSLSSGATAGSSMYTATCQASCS
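Cells are plated, allowed 12 hours at 37 deg C, then treated with compounds for 24 hr before luciferase detection reagent is added and luminescence is read after 12 min at room temperature. The HEK293 line carries constitutively active GLP-1R with a cAMP-responsive reporter.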
PI5P4Ka inh: PI5P4K alpha (human) kinase inhibition; P48426; PI5P4Kalpha enzyme, ADP-Glo luminescence, 60 min; active compounds read low; max response, %; 330,000 compounds, 1.2% hits; active = max response of -50% or lower; inconclusive = between -30% and -50%; inactive = -30% or higher; also: value at the top dose of about 77 µM; % is scaled to controls: 0 for no effect and ±100 for the full control effect
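Luminescence from ADP-Glo served as readout of PI5P4Kalpha activity in a qHTS format. Reaction: enzyme, substrate, compound, ATP at 5 microM final, 60 min at RT.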
PTHR1 agonist: PTHR1 (human) receptor agonism | Q03431 | HEK293 GP2 PTHR1 cells, GloSensor cAMP luminescence, 1 h | Potency, µM (highest dose often 115 µM), for inactives: at the top dose activation, actives largely listed as activators | 410,000 compounds, 0.075% hits | AID 743266; also: potency is read from the fitted curve at half-maximal effect; nearly all actives have a fitted effect of over 55% in size; some results filed as inactive show a strong effect at the top dose; inactives centre near -15; many of its hits are not listed in these tables
Target sequence (Q03431 whole entry, looked up): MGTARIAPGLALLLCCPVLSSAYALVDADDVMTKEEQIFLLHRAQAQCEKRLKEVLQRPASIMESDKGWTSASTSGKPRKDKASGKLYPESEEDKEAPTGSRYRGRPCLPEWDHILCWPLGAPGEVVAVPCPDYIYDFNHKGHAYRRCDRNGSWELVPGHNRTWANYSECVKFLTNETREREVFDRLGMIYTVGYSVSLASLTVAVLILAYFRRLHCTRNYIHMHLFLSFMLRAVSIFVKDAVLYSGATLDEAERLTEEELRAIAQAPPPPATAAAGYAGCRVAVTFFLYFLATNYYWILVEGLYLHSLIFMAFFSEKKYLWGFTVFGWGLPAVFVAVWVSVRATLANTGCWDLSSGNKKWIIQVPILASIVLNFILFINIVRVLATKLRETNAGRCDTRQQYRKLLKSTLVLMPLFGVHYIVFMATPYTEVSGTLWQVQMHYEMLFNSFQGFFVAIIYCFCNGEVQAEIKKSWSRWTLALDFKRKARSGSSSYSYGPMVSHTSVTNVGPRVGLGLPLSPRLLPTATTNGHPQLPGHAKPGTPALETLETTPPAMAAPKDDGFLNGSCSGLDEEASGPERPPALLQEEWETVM
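HEK-293-derived GP2 cells expressing PTHR1 and a GloSensor cAMP reporter, 3,000/well, plated overnight, given luciferin plus IBMX (each 0.5 mM as added) for 1 h at 37 °C, then compound for 1 h at 37 °C. Luminescence was read after 15 min at room temperature.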
PLK1 PBD inh: PLK1 (human) polo-box domain binding inhibition; P53350; 360,000 compounds, 2.8% hits; Potency, µM, for inactives: max response, negative = inhibition, hits mostly inhibitors; Plk1 PBD binding of FITC phosphopeptide, fluorescence polarization; also: potency is read from the fitted curve at half-maximal effect; series mostly up to about 57 µM; % is scaled to controls: 0 for no effect and ±100 for the full control effect; nearly all actives have a fitted effect of over 65% in size
HEK293 tox: cytotoxic in the GLP-1 receptor inverse agonist counter-screen; HEK293 cAMP-luciferase reporter cells, luminescence, 24 h; Potency, µM (highest dose often 38.3 µM), for the others: top-dose activity change, negative = inhibition, usual class: inhibitors; 410,000 compounds, 0.13% hits; AID 624418;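 also: loss of luciferase light is scored as toxicity; potency is read from the fitted curve at half-maximal effect; % is scaled to controls: 0 for no effect and ±100 for the full control effect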
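To flag toxic compounds, the library was rerun on cells for 24 hr at 37 deg C and 5% CO2. Viability-linked luminescence was captured 12 min after adding luciferase detection reagent.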
IL-2 act: activates IL-2 in a cell-based reporter assay | 360,000 compounds, 0.065% hits | activation, % (series mostly up to about 46 µM) | IL-2 activation reporter assay, cell-based qHTS; stimulated with anti-CD3/CD4/CD28 beads; in transgenic mouse T cells | AID 652025; in the data active = activation above about 50%; inconclusive = mostly about 30% to 49%; also: 0% is about no effect
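Readout: EGFP and DsRed signals by fluorescent plate cytometry. Unstimulated transgenic mouse T cells received compound 60 min before antibody-bead stimulation, then incubated 18 h at 37 degrees C.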
GLP-1R agonist: GLP-1 receptor (human) agonism; 380,000 compounds, 0.007% hits; HEK293 GLP-1R CRE-luciferase, luminescence, 4-6 h; cells express a hypersensitive GLP-1R form; P43220; AID 624172; Potency, µM (series often up to 45.6 µM), for inactives: at the highest dose activation, actives largely listed as activators; also: potency is read from the fitted curve at half-maximal effect; % of control where 0% means no effect
EPAC1 antagonist: EPAC1 (human) antagonism; EPAC1 GEF assay, Rap1b-BODIPY-GDP exchange fluorescence; 360,000 compounds, 0.14% hits; Potency, µM (top dose mostly 115 µM), inactives show top-dose activity change, negative = inhibition, hits mostly inhibitors;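 also: potency is read from the fitted curve at half-maximal effect; plate controls were vehicle for no effect and positive control for full effect; nearly all actives have a fitted effect of over 50% in size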
* = called active by the depositor; i = inactive; ? = inconclusive; / = no result given; [ ] = dose if it differs, or a comment. Unless noted, calls follow the shape of the dose curve; as a rule, active = well fitted curve in the direction sought with a large enough effect; inconclusive = small, poorly fitted or top-dose-only effect, or another doubt; inactive = no such curve, though single readings can be large; an effect the other way counts as inactive or inconclusive.

Results follow in this order: PLK1 PBD inh, GLP-1R agonist, IL-2 act, HEK293 tox, PTHR1 agonist, EPAC1 antagonist, PI5P4Ka inh, GLP1R inv ag, EPAC1 ag
> O=C(c1ccc(F)cc1)C1CCN(C(=O)Nc2ccc(F)cc2)CC1
→ ?, -6%, -0.8, -24%, -26%, 4%, -5, ?, 1%
> COc1cc2c(cc1OC)[C@@H](Cc1ccc(OCCC#N)cc1)N(C)CC2
→ -15%, 13%, 0.3, 11%, i, ?, 2, 126%[activator], 0%
> COc1ccccc1NC(=O)CSc1nc2ncccc2[nH]1
→ -6%, 3%, -2.8, 3%, i, 15%, /, 6%, -8%
> COC(=O)C(O)(CC(=O)Nc1ccc(OC)cc1)C(F)(F)F (configuration not stated)
→ -7%, -5%, 2.9, 5%, i, 7%, -2, 6%, 0%
> CCN1C(=NCC2CC2)N[C@@H](c2cccc(C(F)(F)F)c2)C(C(=O)OC)=C1C
→ -6%, -3%, -0.4, -20%, -16%, 3%, -9, ?, -13%
> O=S(=O)(Nc1ccc(F)cc1)N1CCCCCC1
→ 1%, 12%, 0.0, 3%, i, 2%, -2, ?, 0%
> N#C/C(=C/C1=C(N2CCOCC2)C(=C/c2ccc(Cl)cc2Cl)/CC1)C(=O)Nc1ccccc1F
→ -3%, 9%, -0.9, -7%, -17%, -5%, 3, -6%, -1%
> CC(C)C1C(=O)N(Cc2cn(CC3CCCCC3)nn2)CCS(=O)(=O)N1Cc1ccc(-c2ccncc2)cc1 (configuration not stated)
→ -11%, 3%, -1.9, -5%, -11%, -3%, -6, 3%, -4%
> CNC(C)C(=O)NC(C(=O)NC(C)C(=O)Nc1cccc2ccccc12)C(C)C (configuration not stated)
→ -7%, -3%, 0.8, 2%, -18%, -4%, -7, 14%, -1%
> COc1ccc(OCC(=O)Nc2ccc(S(=O)(=O)N3CCCCC3)cc2)cc1
→ 0%, 12%, -4.9, -4%, -31%, -7%, -2, ?, 9%
> O=C(Nc1ccc(N2CCOCC2)cc1)c1ccc(Cl)c(S(=O)(=O)N2CCCC2)c1
→ -3%, 0%, 0.3, -1%, -38%, -21%, -8, ?, -10%
> O=C(/C=C/Nc1ccc(F)cc1F)c1ccco1
→ -14%, -2%, 1.2, -9%, -91%[inhibitor], -17%, ?, ?, -3%
> CC(CCc1ccccc1)NC(=O)/C=C/c1ccc(Cl)cc1 (configuration not stated)
→ -5%, 10%, 0.1, -8%, -23%, -6%, 4, ?, 12%
> COc1cccc(-n2c(CN3CCN(c4ccccc4)CC3)nc3ccc([N+](=O)[O-])cc3c2=O)c1
→ -11%, 5%, -5.3, 0%, i, ?, 1, 0%, -9%
> Cn1c(SCC(=O)NCc2ccccc2)ncc(C(=O)Nc2ccccc2)c1=O
→ -13%, 0%, 0.6, 7%, i, -27%, -9, 1%, 9%
> Cc1ccc(NC(=O)N(CCCN2CCOCC2)Cc2cc3cc4c(cc3[nH]c2=O)OCO4)cc1
→ -11%, 3%, 0.1, 13%, 5%, -5%, 1, 11%, 1%
> CCOc1cc(C(=O)NCc2ccc(C)cc2)ccc1OCC(=O)N1CCOCC1
→ -6%, 1%, -0.5, -10%, i, 21%, -15, 15%, -2%
> COc1ccc(C(=O)NCC(=O)OCc2nc(N)nc(Nc3ccccc3C)n2)cc1
→ 0%, 0%, -0.3, 12%, -24%, 43%[activator], 1, 18%, -11%
> CC(=O)Nc1ccc(NC(=O)C2CCCN2S(=O)(=O)c2cccc(C(F)(F)F)c2)cc1 (configuration not stated)
→ 2%, -2%, -1.6, 1%, -13%, 10%, 1, -11%, -13%
> NC(=O)c1ccc(NC(=O)C2CC(=O)N(c3ccc4c(c3)OCCO4)C2)cc1 (configuration not stated)
→ 0%, -3%, -0.3, -6%, -19%, -10%, -5, 17%, -5%
> O=C(N/N=C\c1ccc2c(c1)OCO2)c1ccc(Cn2cc(Br)c([N+](=O)[O-])n2)o1
→ 2%, 11%, 0.8, -5%, i, 11%, 0, 2%, 8%
> O=C(COC(=O)c1cccc(S(=O)(=O)N2CCCC2)c1)NCc1ccccc1
→ -9%, 5%, 0.7, 12%, -3%, -19%, -11, 1%, 1%
> Cc1c(Cc2ccccc2)c(=O)oc2cc(OCC(=O)N[C@@H](Cc3ccccc3)C(=O)O)ccc12
→ -8%, 0%, -0.4, -3%, -3%, -3%, 1, 9%, -9%
> CS(=O)(=O)N1CCN=C1SCc1ccc(Br)cc1
→ 3%, 3%, 0.7, 2%, -18%, -25%, 0, -5%, -1%
> O=C(NCC1CCCO1)C1CCCCN1S(=O)(=O)c1ccc(F)cc1 (configuration not stated)
→ -3%, -5%, 0.3, -12%, -7%[57.5 µM], 6%, 0, -22%, -2%
> Cc1cc(C2C(C#N)=C(N)OC3=C2C(=O)CC(C)(C)C3)c(C)s1 (configuration not stated)
→ -6%, -14%, -0.6, -9%, -8%[57.5 µM], 10%, 1, 9%, -3%
> Cc1ccc(Nc2oc(C)nc2C#N)cc1
→ 0%, -1%, 0.2, -4%, i, 10%, /, 38%[activator], -2%
> COc1ccc(-c2sc3ccc(OC)cc3c2-c2ccc(O)cc2)cc1
→ -15%, 3%, -0.6, -25%, -37%, -15%, 12, ?, 5%
> COc1ccccc1Cc1c(-c2ccccc2)nc2ccc(Br)cn12
→ 3%, 1%, -0.5, -3%, -19%, 8%, -12, ?, -14%
> CCn1c2ccccc2c2cc(NC(=O)N3CCCCC3)ccc21
→ 2%, 17%, -3.9, -8%, -25%, -12%, 1, 10µM*, 0%
> CS(=O)(=O)Nc1ccccc1Oc1ccccc1
→ -6%, -8%, -0.7, -5%, -15%[57.5 µM], 8%, 1, -3%, 1%
> CC#CC[N+](C)(CC#CC)CC(=O)c1ccccc1
→ -9%, 7%, -0.1, -5%, i, -14%, -2, -3%, 10%
> O=S(=O)(c1ccc(F)cc1)N1CCN(CCOc2ccccc2)CC1
→ -6%, 27%, -0.9, -5%, -8%, -4%, 1, -20%, 6%
> CCc1ccccc1NC(=O)CNC(=O)c1cccc(S(=O)(=O)N2CCN(Cc3ccccc3)CC2)c1
→ -10%, 13%, 0.1, 5%, -42%[inhibitor], -9%, -1, ?, 10%
> CCN(C(=O)c1cc2ccccc2oc1=O)c1cccc(C)c1
→ -10%, ?, -3.4, 5%, -6%, 5%, /, 0%, 2%
> CC(=O)NC(=S)Nc1ccc(N2CCOCC2)c(S(=O)(=O)Nc2cc(Cl)ccc2Cl)c1
→ -8%, 4%, 1.4, -8%, -7%, -19%, -3, -6%, 9%
> c1csc(-c2nc3ccccc3s2)c1
→ ?, 7%, -0.1, 1%, -76%[inhibitor], -15%, -5, 16%, 1%
> O=C(NCc1ccc(Br)cc1)OC1CC2CC1[C@H]1CCCCN1C2=O (some centres not stated)
→ 1%, 4%, -0.4, -1%, i, 9%, -3, -3%, -4%
> CCN1CCN(C(=O)c2ccc(S(=O)(=O)Nc3ccccc3)cc2)CC1
→ -4%, -1%, -0.6, 2%, -14%, 14%, 2, 10%, -15%
> COc1ccccc1NC(=S)NCCc1ccc(F)cc1
→ -16%, 10%, -0.2, -24%, -4%, 0%, 3, -35%, 6%
> CCN(CC)c1ncnc2c1[nH]c1ccccc12
→ -4%, 22%, 0.1, -17%, -28%[57.5 µM], 6%, 1, 2%, -10%
> O=C(c1ccc(S(=O)(=O)c2ccc(Cl)cc2)cc1)N1CCOCC1
→ -18%, 5%, 3.3, 10%, -39%[inhibitor], 13%, 1, 7%, 9%
> Cc1cc(C)cc(NC(=O)C2CCN(C(=O)c3cccs3)CC2)c1
→ -10%, 9%, 1.1, -1%, -12%, 2%, 2, -23%, -1%
> O=C(COc1ccc([N+](=O)[O-])cc1)Nn1cnnc1
→ 21µM*, 2%, -0.3, -9%, i, -15%, 2, 8%, 9%
> Cc1cc(=O)n2nc(N3CCC(C(=O)NCC(C)c4ccccc4)CC3)sc2n1 (configuration not stated)
→ -3%, -3%, -0.5, -10%, i, 3%, -2, 8%, -4%
> Cc1ccccc1CN1CCN(C(=O)c2cc(-c3ccncc3)nc3ccccc23)CC1
→ -14%, 8%, -1.0, -1%, -48%[inhibitor], -9%, -10, ?, 8%
> c1ccc(Cc2c[nH]c3ccccc23)cc1
→ -4%, -1%, 0.2, 5%, -7%, -7%, 5, ?, -2%
> Cc1ccc(-n2c(C)nnc2SCC(=O)NC2CC2)cc1
→ 8%, 0%, -1.2, -4%, -14%, -27%, 11, 9%, 15%
> CC(=O)c1cccc(-c2ccnc3c2CC(C(=O)NCc2cccs2)O3)c1 (configuration not stated)
→ -3%, 21%, -0.6, ?, -25%, -2%, -1, ?, -4%
> CC1CCCC(NC(=O)COC(=O)c2cccs2)C1C (configuration not stated)
→ 6%, 2%, -0.5, 1%, -27%, -3%, 4, -4%, -5%
> CCOc1ccc(N2CC(C(=O)NCCc3c[nH]c4ccc(C)cc34)CC2=O)cc1 (configuration not stated)
→ -11%, 15%, 3.5, -3%, -4%, ?, -24, -29%, -5%
> CCOc1ccccc1CN1CCCC(CNS(=O)(=O)c2ccc(OC)cc2)C1 (configuration not stated)
→ -4%, 6%, -0.3, -6%, i, -7%, -2, ?, 4%
> COc1ccc2cc(C(c3nnnn3CC3CCCO3)N3CCOCC3)c(=O)[nH]c2c1 (configuration not stated)
→ 1%, 5%, 1.0, -7%, i, -2%, /, 4%, 1%
> COc1ccc(C2CC(c3ccc4ccccc4c3)=NN2C(=O)CN2CCC(C(N)=O)CC2)cc1 (configuration not stated)
→ 3%, 3%, -1.1, -4%[7.66 µM], -46%[inhibitor], -28%, -2, -5%[7.66 µM], -5%

2 entries from above, set out differently.
SMILES	PLK1 PBD inh	GLP-1R agonist	IL-2 act	HEK293 tox	PTHR1 agonist	EPAC1 antagonist	PI5P4Ka inh	GLP1R inv ag	EPAC1 ag
CC(=O)c1cccc(-c2ccnc3c2CC(C(=O)NCc2cccs2)O3)c1 (configuration not stated)	-3%	21%	-0.6	?	-25%	-2%	-1	?	-4%
Cc1ccccc1CN1CCN(C(=O)c2cc(-c3ccncc3)nc3ccccc23)CC1	-14%	8%	-1.0	-1%	-48%[inhibitor]	-9%	-10	?	8%

The list is partial; count on the stated rates, not on these rows.
